Screening data deposited in PubChem BioAssay by Small Molecule Screening Facility, UW Madison.
RMI-FANCM inh = blocks RMI1/RMI2 complex binding to FANCM MM2 peptide; Fluorescence polarization, RMI core complex with F-MM2 peptide; hits give low values; FP signal (polarization) at 33 µM; 0.58% of 70,000 active; in the data active = FP signal below about 40; also: inactives centre near 61; strong numbers were not always called active; unit not given here
* = called active by the depositor; & = joins results of further samples.

RMI-FANCM inh | SMILES
56 | COc1cc(-c2cc(C(=O)N/N=C\c3cccs3)[nH]n2)ccc1OCc1ccc(C)cc1
72 | COCCN1CCC(CNC(=O)c2ccc(F)c(F)c2)CC1
17* | CCCN1CCCc2cc(CCNS(=O)(=O)c3cccc(F)c3)ccc21
56 | Nc1ncccc1OCc1ccc(Cl)c(Cl)c1
64 | C[C@@H]1CC[C@@]23CCC4(C)[C@@](C=CC5[C@@]6(C)CCC(=O)C(C)(C)C6CC[C@]54C)(OC2=O)C3[C@H]1C (stereo partly specified)
57 | O=S(=O)(NCCSCc1ccco1)c1cccc2nonc12
68 | Cc1ccc(S(=O)(=O)NCCOc2ccc3nnc(-c4cccc(F)c4)n3n2)cc1C
65 | CC1(C)COc2ccc(NC(=O)c3cccs3)cc2NC1=O
45 | Cc1ccc(OS(=O)(=O)c2ccc(Cl)cc2Cl)c([N+](=O)[O-])c1
66 | COc1ccc(N(CC(=O)NC2CCCC2)S(=O)(=O)c2cccnc2)cc1
60 | Cc1cccc(C(=O)O)c1O
107 | Cc1cc(NC(=O)Cc2ccc([N+](=O)[O-])cc2)n(-c2nc(-c3ccc(F)cc3)cs2)n1
57 | Cc1cc(C)n(C2=NCCN2S(=O)(=O)c2cc(C(F)(F)F)cc(C(F)(F)F)c2)n1
68 | Cc1cccc(C(=O)NCCn2nc(-c3cccnc3)ccc2=O)c1
87 | COc1ccc(C(=O)Nc2ccc3c(c2)OCC(C)(C)C(=O)N3CC(C)C)cc1OC
57 | O=C(NCCN1CCOCC1)C(=O)Nc1ccc(F)cc1F
53&61 | C[N+](C)(C)CCCCCCCCCC[N+](C)(C)C
55 | O=C(Nc1nnc(C2CCCO2)o1)c1cccc(Oc2ccccc2)c1 (stereo unspecified)
48 | CCOC(=O)c1cnn(-c2ncnc3c2cnn3C)c1N
50 | N#CCCN(Cc1cccs1)S(=O)(=O)c1ccc(-c2ccccn2)s1
58 | COc1cc(CSc2nc(CC(=O)Nc3nccs3)cs2)cc(OC)c1
64 | O=C(CSc1ncnc2ccccc12)Nc1ccc(C(F)(F)F)cc1
55 | Cc1c(C)c(C)c(CSCC(=O)N/N=C\C=C\c2ccccc2)c(C)c1C
64 | O=C(CCc1ccccc1)NCCn1ncc2c(N3CCOCC3)ncnc21
76 | O=C(CSc1nc2[nH]ncc2c(=O)n1-c1ccccc1)Nc1ccc(F)c(Cl)c1
65 | O=C(Cc1cc(=O)[nH]c(SCc2ccccc2F)n1)NCc1ccco1
55 | CC(=O)Nc1nc(CC(=O)NC(C)c2ccccc2)cs1 (stereo unspecified)
58 | COc1ccc2c(c1)CCC1C2CCC2(C)C1C[C@@H](O)C2O (stereo partly specified)
52 | CC1(C)S[C@@H]2[C@H](NC(=O)[C@H](NC(=O)N3CCNC3=O)c3ccccc3)C(=O)N2C1C(=O)O (stereo partly specified)
61 | CCOC(=O)CC(=O)CSc1nc(-c2ccccc2)ns1
75 | O=C(CCc1ccccc1)NCC1CCN(Cc2ccccc2)CC1
63 | N#CC1=C(SCC(=O)c2ccccc2)NC2=C(C(=O)CCC2)C1c1ccco1 (stereo unspecified)
65 | CC(C)C(=O)Nc1ccc2c(c1)CN(C(=O)c1ccco1)CC2
57 | COc1ccc2c(c1)c(CC(=O)O)c(C)n2Cc1ccc(F)cc1
53 | COc1ccc(OC)c(S(=O)(=O)N2CCC(c3nc4ccccc4[nH]3)CC2)c1
74 | CC1CN(C(=O)C(C)NS(=O)(=O)c2cccc(Cl)c2)CC(C)O1 (stereo unspecified)
78 | Cc1sc2nc(SCC(=O)N3CCC(c4noc5ccc(F)cc45)CC3)n(-c3ccccc3)c(=O)c2c1C
71 | CCOc1ccc2nc(N(Cc3ccccn3)C(=O)c3ccc(N(C)C)cc3)sc2c1
85 | O=C(CCCS(=O)(=O)c1ccc(Cl)cc1)Nc1nc(-c2ccc(Cl)s2)cs1
56 | COC(=O)c1nnn(-c2cccc(Cl)c2)c1C(=O)OC
49 | COC(=O)c1sccc1S(=O)(=O)N1c2ccccc2NC(=O)CC1C (stereo unspecified)
176 | O=C(N/N=C\c1c(O)ccc2ccccc12)N/N=C\c1c(O)ccc2ccccc12
57 | O=C(O)CC1(CC(=O)NCc2ccc(-c3cccs3)cc2)CCCCC1
143 | C#CCn1c(=NC(=O)CCCSc2ccc(F)cc2)sc2cc3c(cc21)OCO3
64 | CC(C)c1cc(=O)[nH]c(-n2nc(-c3cccs3)cc2NC(=O)c2ccc([N+](=O)[O-])o2)n1
56 | O=C(Nc1ccc2c(c1)OCCO2)c1cncc(-c2cccs2)c1
65 | CCOc1ccc2nc(NCc3ccccc3)sc2c1
47 | c1ccc2sc(-c3csc(-c4ccc5c(c4)OCCO5)n3)nc2c1
64 | COc1ccccc1-c1nnc(C2CCN(S(=O)(=O)c3ccc(F)cc3)CC2)s1
72 | COc1ccc(-c2nnc(Nc3nc4ccc(SC)cc4s3)o2)cc1
61 | O=C(c1cccs1)C(O)NS(=O)(=O)c1ccccc1 (stereo unspecified)
53 | CCCCNC(=O)NNc1cc(N(C)C)c(C#N)c(N(C)C)n1
123 | Cc1c(Cl)cccc1NC(=O)CSc1nc2c(-c3ccccc3)csc2c(=O)n1C
54 | COc1cccc(Nc2nc(Nc3cccc(C(C)=O)c3)nc(N3CCCC3)n2)c1
71 | O=C(CSc1ccc(NC(=O)C2CC2)nn1)Nc1ccc2c(c1)OCCO2
67 | O=C(/C=C/c1ccc([N+](=O)[O-])cc1)Nc1ccc2c3c(cccc13)CC2
63 | NC(=O)c1ccc(NC(=O)Cc2csc3nc(-c4ccccc4)cn23)cc1
65 | CN1C(=O)c2ccc(-c3ccccc3)nc2NC1C(=O)Nc1ccccc1 (stereo unspecified)
55 | COc1ccccc1N1CCN(S(=O)(=O)c2ccc3c4c(cccc24)C(=O)N3)CC1
57 | Cn1ncc2c(Nc3ccc(Cl)c(Cl)c3)ncnc21

(next part)
RMI-FANCM inh | SMILES
61 | FC(F)(F)c1cccc(-n2c(-c3ccc(Cl)c(Cl)c3)c[nH]c2=S)c1
111 | Cc1ccc(-c2csc(NC(=O)c3nc4ccccc4s3)n2)o1
58 | Cc1cc(=O)oc2cc(NC(=O)CC(CC(=O)O)c3ccccc3)ccc12 (stereo unspecified)
58 | Cc1cc(S(=O)(=O)C(CNC(=O)C23CC4CC(CC(C4)C2)C3)c2ccco2)ccc1F (stereo unspecified)
69 | CCOC(=O)N1CCc2c(sc(NC(=O)CCS(=O)(=O)c3ccccc3)c2C(N)=O)C1
64 | CCn1nc(C)cc1C(=O)Nc1nnc(-c2ccc(S(C)(=O)=O)cc2)o1
63 | CCOC(=O)O[C@]1(C(=O)COC(=O)CC)CC[C@H]2[C@@H]3CCC4=CC(=O)C=C[C@]4(C)[C@H]3[C@@H](O)C[C@@]21C
62 | Cc1nc(C)n(CCC(=O)Nc2cccnc2)n1
62 | O=C(CSc1nc2ccccc2s1)N1CCN(c2ccccc2)CC1
59 | CCc1cccc(C)c1N(C(=O)Cn1c(CN2CCOCC2)nc2ccccc21)C(C)COC (stereo unspecified)
60 | COc1cc(C)c(S(=O)(=O)Oc2cc(C)nc3ccccc23)cc1C
73 | COc1cccc(CC(=O)N(Cc2cccnc2)c2nc3ccccc3s2)c1
58 | O=C(NCCn1nc(-c2ccco2)ccc1=O)c1ccc2c(c1)OCO2
65 | CCc1cccc(NC(=O)CCC2=NS(=O)(=O)c3ccccc3N2)c1
97 | Cn1c(SCC(=O)Nc2ccccc2Br)nc2c(-c3ccccc3)c[nH]c2c1=O
71 | COCCN1CCC(CNS(=O)(=O)c2ccc(NC(=O)C(C)C)cc2)CC1
52 | Cc1cc(NC(=O)NCCCSc2nc3ccccc3s2)no1
54 | O=C(NCC(c1cccs1)N1CCc2ccccc21)c1ccco1 (stereo unspecified)
64 | O=C(CN1C(=O)/C(=C/c2ccco2)SC1=S)Nc1ccc(C(=O)O)cc1
63 | COc1ccc(-c2nc3scc(CCNC(=O)Cc4ccc(F)cc4)n3n2)cc1OC
65 | Cc1cccc(C(=O)N2CCCC(c3nnc(-c4ccc5c(c4)OCO5)o3)C2)c1 (stereo unspecified)
64 | CCCCCCCCOc1ccc(/C=N\NC(=O)NC23CC4CC(C2)CC(c2ccc(C)cc2)(C4)C3)cc1
58 | CCN(CC)C(=S)SCCC(N)=O
72 | O=C(NCCCn1nc(-c2ccco2)ccc1=O)c1ccc(-c2ccccc2)cc1
53 | O=C(CS(=O)(=O)c1ccc(F)cc1)N(CCCN1CCOCC1)c1nc2c(F)cc(F)cc2s1
65 | C=CCNC(=O)Cn1c(CO)c[nH]c1=S
74 | CCOc1ccccc1NC(=O)Cn1c(=O)n(CCCCC(=O)NC(C)C)c(=O)c2ccccc21
70 | CCOc1ccc(S(=O)(=O)NCC(c2cccn2C)N2CCCC2)cc1C (stereo unspecified)
67 | COc1cc(S(=O)(=O)n2cnc(C)c2)ccc1I
56 | Cc1ccc(S(=O)(=O)NCCCCCC(=O)Nc2ccncc2)cc1
61 | CCOc1cn(C)c(C(=O)Nc2ccc(Oc3ccccc3)cc2)cc1=O
63 | CCCCS(=O)(=O)N1CCCC(c2nnc(-c3ccc4c(c3)OCO4)o2)C1 (stereo unspecified)
59 | CCC(=O)OC1CCC2(C)C(CCC3C4CC=C(C(C)=O)C4(C)CC(=O)C32)C1 (stereo unspecified)
59 | COc1cn(CC(=O)NCc2ccc(C)cc2)c(CN2CCC(C)CC2)cc1=O
56 | O=C(O)CCCN1C(=O)C2C3CC(C2C1=O)C1C(c2cccs2)c2sc(=O)[nH]c2SC31 (stereo unspecified)
42 | Cc1ccc(Cn2nc(C)cc2C(=O)Nc2ccc(Cl)cc2)cc1
65 | CC(C)(C)NC(=S)NC1CCCCC1
65 | O=C(CCCSc1ccc(NC(=O)c2ccc(F)cc2)nn1)Nc1ccccn1
63 | CN(C)c1ccc(C(=O)N/N=C\c2cc(Br)cc(Br)c2O)cc1
73 | COc1ccc2[nH]cc(CCNC(=O)CN3C(=O)S/C(=C\c4ccc(F)cc4)C3=O)c2c1
46 | COC(=O)C1(C(F)(F)F)N=C(c2ccccc2)OC(N2CCOCC2)=N1 (stereo unspecified)
57 | CC1CCN(CCC(=O)O)CC1
64 | CCOC(=O)c1sc(NC(=O)c2cc(C)nn2CC)nc1-c1ccccc1
59 | NC(N)=NCCSSCCN=C(N)N
55 | CC1(C)C2CCC1(C)C(NS(=O)(=O)c1ccc(F)cc1)C2 (stereo unspecified)
60 | Cc1ccc2cccc(NC(=O)C(F)(F)F)c2n1
64 | Cn1ccnc1N1CCN(C(=O)CCCc2ccccc2)CC1
104 | CCc1nc2c(sc3cccc(F)c32)c(=O)n1CC(=O)Nc1ccccc1OC
64 | COC(=O)c1ccc2c(=O)n(CCC(=O)NCC3CCCO3)c(=S)[nH]c2c1 (stereo unspecified)
61 | COCCNC(=O)Cn1c(=O)c2c(N3CCN(C(=O)c4ccco4)CC3)ccnc2n(C)c1=O
66 | N#Cc1nc(-c2ccc(S(=O)(=O)N3CCc4ccccc4C3)cc2)oc1NCCN1CCOCC1
55 | CN(C)C(=O)Nc1ccc(Br)cc1
60 | NS(=O)(=O)c1ccc(Cl)c(Cl)c1
58 | CCOC(=O)N1CCN(C(=O)CSc2ccc(-c3sc(C)nc3C)nn2)CC1
65 | CCC(=O)N1CCc2ccc(NC(=O)c3cccs3)cc2C1
59 | CN1CCN(C(c2ccccn2)c2cc(Cl)c3cccnc3c2O)CC1 (stereo unspecified)
90 | COc1cc(NC(=O)Cn2cnc3c(-c4ccccc4)csc3c2=O)cc(OC)c1OC
59 | CCCNC(=O)Cc1coc2ccc3ccccc3c12
72 | COc1ccc(OC)c(-n2c(CNC(=O)COc3ccccc3)nnc2SCC(=O)Nc2nc3ccccc3s2)c1
65 | Cc1cc(NC(=O)c2ccc3c(c2)OCCO3)on1

Later entries:
RMI-FANCM inh | SMILES
59 | Nc1c(C(=O)OCC2CCCO2)c2nc3ccccc3nc2n1-c1ccc2c(c1)OCCO2 (stereo unspecified)
50 | Cc1ccc(/C(=N/N(C)C)C(=O)C(F)(F)F)cc1
54 | COc1cccc(C=Nc2ccccc2N2C(=O)c3ccccc3C2=O)c1O
67 | CCOCC(=O)Nc1ccc2c(c1)C(=O)N(C)c1ccccc1O2
62 | Cc1ccc(-n2ccnc2N2CCN(C(=O)c3ccc(C)c(C)c3)CC2)cc1
62 | O=C1c2ccccc2C(=O)N1Cc1ccncc1
67 | COc1ccc(CCNC(=O)C(=O)NCC2OCCN2C(=O)c2ccc3c(c2)OCO3)cc1 (stereo unspecified)
71 | FC(F)(F)c1cc(/C=C\c2noc(-c3cccc(CN4CCCC4)c3)n2)cc(C(F)(F)F)c1

Some of the compounds tested; count on the stated rates, not on these rows.
